RAD52 inh = RAD52 (human) annealing inhibition. inhibition, % at 18.7 µM. recombinant RAD52 DNA annealing, FRET fluorescence. actives 0.46% (n = 360,000). AID 651710. P43351;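 active = every replicate showing at least 50% inhibition; inconclusive = mean inhibition at least 50% but not in every replicate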
Target sequence (P43351 whole entry, looked up): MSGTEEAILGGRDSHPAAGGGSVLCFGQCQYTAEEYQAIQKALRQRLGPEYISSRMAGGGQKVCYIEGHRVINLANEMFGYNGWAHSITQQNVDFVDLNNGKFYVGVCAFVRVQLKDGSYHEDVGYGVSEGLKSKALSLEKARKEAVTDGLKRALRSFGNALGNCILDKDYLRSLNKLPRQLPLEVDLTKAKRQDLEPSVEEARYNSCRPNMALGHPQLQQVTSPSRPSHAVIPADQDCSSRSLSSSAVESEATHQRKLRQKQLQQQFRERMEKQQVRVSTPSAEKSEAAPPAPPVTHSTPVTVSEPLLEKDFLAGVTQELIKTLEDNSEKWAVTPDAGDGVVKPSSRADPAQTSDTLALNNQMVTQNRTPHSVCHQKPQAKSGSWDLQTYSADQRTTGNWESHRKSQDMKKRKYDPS
RAD54 branch = blocks human RAD54 Holliday junction branch migration; Q92698; FAM/BHQ fluorescence; inhibition, % at 10.4 µM; actives 0.14% (n = 360,000); AID 602329;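 active = mean normalized replicate activity at least 40 and at least half of replicates scoring 40 or more; inconclusive = only one of the two criteria met; inactive = mean below 40 and under half of replicates reaching 40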;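 also: 0% = median of neutral control wells and 100% = median of positive control wells; inhibitors cause a drop in the FAM fluorescence signal; in these data hits start at about 50%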
GSIS activator = primary screen for activators of insulin secretion dependent on glucose, INS-1E cells, GLuc reporter luminescence; INS-1E GLuc reporter insulin secretion, 2-3 h; activation, % at 16.6 µM; actives 0.61% (n = 370,000); AID 743287;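 active = lowest replicate activation of at least 40%, so every replicate reaches that level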;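 also: 0% = median of neutral control wells and 100% = median of IBMX positive control wells; some compounds called inactive have numbers as strong as hits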
CFTR F508del cor = CFTR F508del correction in bronchial cells; CFBE cells, YFP halide quenching; stimulated with forskolin plus potentiator P3; % fluorescence drop versus neutral controls; activity (quench increase), % at 7.58 µM; actives 0.36% (n = 350,000); AID 720511;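 active = mean added fluorescence quench of at least 8% versus neutral control, with both replicates also reaching 8%; inconclusive = only one of the mean or replicate conditions met; inactive = mean below 8% and not both replicates reaching 8%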;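 also: cells transiently co-express mutant CFTR-F508del with the halide-sensitive YFP; corrector assay measuring rescue of mutant channel to the surface after 24 h compound exposure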
ERAP1 HTS inh = blocks human ERAP1 aminopeptidase activity; recombinant ERAP1, Leu-AMC fluorescence, 60 min; actives 0.15% (n = 340,000); inhibition, % at 10.7 µM;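 active = mean replicate inhibition of at least 30%, or all replicates individually reaching that 30% level; inactive = mean below 30% and not every replicate reaching it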;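 also: 0% = neutral control wells and 100% = L-leucinethiol positive control wells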
Xi reactivation = activators of X-chromosome reactivation in mouse fibroblasts; XiGFP mouse fibroblasts, % GFP-positive cells imaging, 3 d; cells co-treated with 5-aza-dC sensitizer; scaled so ellipticine positive control = 100%; activation, % at 7.58 µM; actives 0.055% (n = 360,000); AID 743238;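 active = mean normalized replicate activation at least 10% and every replicate at or above 10%; inconclusive = only one of the two criteria met; inactive = mean below 10% and not all replicates reach 10%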;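 also: 0% = median of on-plate neutral control wells and 100% = ellipticine 6 µM median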
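System: 68-5-11 XiGFP fibroblast line | Buffer or medium: DMEM containing 5-aza-dC | Compound: Single point | Times: Compounds 3 days, fix/stain 15 min at room temperature | Benchmarks: Positive control ellipticine, 6 µM final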
esBAF inh = blocks esBAF chromatin remodeling in mouse ES cells | reporter increase, % at 12.5 µM | Bmi1-luciferase knock-in reporter, 24 h; 100% = twice the neutral-well signal | actives 2% (n = 350,000) | AID 602393; in the data active = activation above about 40%; inconclusive = no clear call, values can overlap the other calls;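 also: 0% = median of the plate's neutral control wells and 100% = double that signal; a rise in the Bmi1 reporter signal indicates esBAF inhibition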
ARNT-TACC3 inh = ARNT/TACC3 interaction disruption; Q9Y6A5; AlphaScreen His-ARNT PAS-B/GST-TACC3 binding, luminescence; TACC3 fragment carries E629A point mutation; inhibition, % at 9.99 µM; actives 0.66% (n = 390,000);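 active = mean inhibition of replicates at least 50% and at least half of replicates each reaching 50%; inconclusive = half or more replicates reach 50% but mean below 50%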;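 also: 0% = complete ARNT plus TACC3 wells and 100% = ARNT alone without TACC3; many hits fall short of the cut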
* marks the source's active call; other numbers are inactive results; i = inactive; ? = inconclusive; nt = no result given; & = joins results of further samples.

canonical_smiles	RAD52 inh	RAD54 branch	GSIS activator	CFTR F508del cor	ERAP1 HTS inh	Xi reactivation	esBAF inh	ARNT-TACC3 inh
Cc1c2cnn(CC(=O)NC3CCCC3)c(=O)c2c(C)n1Cc1ccccc1	-3	-2	10	-0.3	0	0.1	19	-1
CCOC(=O)N1CCN(S(=O)(=O)c2ccc(C(=O)N(CCN(C)C)c3nc4ccc(Cl)cc4s3)cc2)CC1	-5	12	45	-0.6	5	0.4	15	-3
O=Cc1c(N2CCOCC2)nc2ccccn2c1=O	-4	-13	-4	0.7	3	0.0	-3	nt
C[C@@H]1CN([C@H](C)CO)S(=O)(=O)c2ccc(/C=C/c3ccccc3)cc2O[C@@H]1CN(C)C	23	-8	8	-1.4	1	0.2	-6	-4
N#C/C(=N\Nc1cccc2ccccc12)c1nnc2n1CCCCC2	-21	nt	7	0.3	-1	0.1	nt	-6
O=C(Nc1ccc(S(=O)(=O)N2CCOCC2)cc1)c1ccc(Cl)c([N+](=O)[O-])c1	-20	-9	-21	-0.4	2	0.0	11	4
CCC(=O)NC[C@@H]1[C@@H](c2ccc(C3=CCCC3)cc2)[C@H](CO)N1C(=O)C1CC1	nt	-5	0	0.0	nt	0.0	1	16
CC(=O)NC(CSC(CC(=O)c1ccco1)c1ccc(C)cc1)C(=O)O (stereo not given)	-28	nt	-10	-4.3	-6	0.5	43*	-3
CC(C)(C)n1nnnc1C(c1cc2cc3c(cc2[nH]c1=O)OCO3)N1CCN(c2ccccc2)CC1 (stereo not given)	nt	4	-12	nt	nt	nt	8	3
OCCC1CN(Cc2cccc(C(F)(F)F)c2)CCN1Cc1ccccc1 (stereo not given)	-4	nt	-30	-0.6	0	0.1	nt	1
O=C(C[C@@H]1CC[C@@H]2[C@H](COC[C@@H](O)CN2S(=O)(=O)c2ccc(F)cc2)O1)NCC1CCCCC1	71*	1	-7	3.6	-1	0.2	-3	-2
CCOc1ccccc1N1CCN(C(=O)NCc2ccc(F)cc2)CC1	3	-13	-11	-4.9	-5	-0.1	-9	-8
CC(C)N1CC(C(=O)Nc2ccc(F)c(Cl)c2)CC1=O (stereo not given)	-12	-1	7	-3.0	-2	0.0	-1	8
OCCNc1nc(Nc2ccc(O)cc2)nc2ccccc12	48	52*	nt	-1.3	nt	0.0	4	22
C/C(=C\CNc1ncnc2nc[nH]c12)CO	0	6	4	-0.5	-2	nt	4	-5
COc1cccc(/C=C/C(=O)Nc2cc(S(=O)(=O)N3CCOCC3)ccc2OC)c1	4	-2	-1	-0.5	-2	0.0	nt	-4
C[C@@H]1CCCCO[C@H](CN(C)Cc2ccccc2)[C@@H](C)CN([C@@H](C)CO)C(=O)c2cc(N(C)C)ccc2O1	nt	nt	12	-1.9	nt	0.0	-1	nt
CC1CN(S(=O)(=O)c2ccc(C(=O)Nc3nc(-c4cc5ccccc5o4)cs3)cc2)CC(C)O1 (stereo not given)	-6	nt	-6	7.8	-2	0.3	nt	-2
CCCn1c(N2CCN(C(=O)NCc3ccccc3)CC2)nc2ccccc21	0	5	nt	-1.7	-2	5.6	nt	37
C[C@@H]1CN([C@H](C)CO)C(=O)CCCn2nncc2CO[C@@H]1CN(C)C(=O)c1ccncc1	-8&13	-2&0	3&-6	0.7&1.0	0&2	-0.2&-0.1	-6&-3	-5
O=C(CCCN1C(=O)/C(=C/c2ccc(F)cc2)SC1=S)Nc1ccc(C(=O)O)cc1	-28	-2	4	-1.0	1	0.2	-8	nt
CSCC[C@H](NC(=O)C1CCN(S(=O)(=O)c2ccccc2)CC1)C(=O)NC1CC1	3	4	5	-0.6	0	-0.1	1	1
CCc1c(C)sc(NC(=S)Nc2nc(C)cc(C)n2)c1C(=O)OC	-2	nt	6	2.7	0	-0.6	nt	-1
CSc1cccc(NC(=O)c2ccco2)c1	-9	-8	7	nt	0	nt	31	-4
CCC(=O)N1CCC2(CC1)CN(Cc1ccccn1)[C@H](CO)c1[nH]c3cc(OC)ccc3c12	-152	nt	1	2.1	2	0.4	nt	nt
COCCNC(=O)c1ccc(NS(C)(=O)=O)cc1	nt	5	5	nt	nt	nt	1	1
CCc1nc(C)cn1S(=O)(=O)c1ccc([N+](=O)[O-])cc1	-15	5	-2	0.6	-3	?	-5	-1
CCc1ccc(C2C3=C(CC(C)(C)CC3=O)OC3=C2C(=O)CC(C)(C)C3)cc1	-6	-3	-5	-1.7	-2	1.3	-3	nt
CSc1nc(-c2ccc(Cl)cc2)nn1S(=O)(=O)c1ccccc1	nt	0	11	nt	nt	nt	?	-2
CCn1c(=S)[nH]c2ccccc21	nt	6	25	nt	nt	nt	-2	4
O=C(C[C@@H]1C[C@@H]2c3cc(NC(=O)Cc4ccncc4)ccc3O[C@@H]2[C@H](CO)O1)NCC1CC1	-6	1	-1	1.4	-1	0.2	-1	-3
Cc1ccc(N2C(=O)c3ccc(C(=O)N4CCN(c5ccccc5F)CC4)cc3C2=O)cc1	-11	4	-34	3.6	2	0.1	-9	nt
CC(=O)Nc1cccc(C(=O)OCC(=O)N2CCN(C(=O)COC(=O)c3cccc(NC(C)=O)c3)CC2)c1	-2	9	0	0.3	-3	0.0	0	-3
CCCNC(=O)[C@@H]1[C@@H](CO)[C@@H]2Cn3c(cccc3=O)[C@H]1N2C(=O)NCCC	-22	2	1	0.2	2	0.4	-5	13
Cc1ccc(-n2nnnc2SCC(=O)NC2CC2)cc1C	-16	-1	5	-1.7	3	0.6	1	nt
COc1ccccc1OCc1nn[nH]n1	-10	-2	5	-2.0	-1	-0.1	2	1
Nn1c(=O)[nH]c2ccccc2c1=O	1	12	16	-2.1	-4	nt	-2	-10
Cc1cccc(C=CC(=O)c2ccccc2)c1	-68	1	10	-0.7	-2	0.1	71*	-3
COCCN1C=C2C(=O)C(C)(OC(=O)C3CCCC3)C(=O)C=C2C=C1c1ccsc1 (stereo not given)	-22	-10	12	0.6	-1	0.0	8	nt
CCCCOc1ccc(C2C(C(=O)c3ccc(C)o3)=C(O)C(=O)N2CC2CCCO2)cc1 (stereo not given)	-1	nt	nt	nt	0	-0.1	nt	9
C=C(C)CSc1nnc(CCNC(=O)OC(C)(C)C)o1	-4	-1	-1	-1.0	-8	nt	5	11
CC(C)NC(=O)Nc1ccc2c(c1)CC(=O)N([C@@H](C)CO)C[C@H](C)[C@H](CN(C)CC1CCCCC1)O2	7	5	3	-1.7	2	0.4	-3	3
COC(=O)c1nn(-c2ccc(Oc3ccccc3)cc2)c(=O)cc1O	-18	nt	-3	-1.4	5	0.0	-9	-3
COc1ccc2c3c([nH]c2c1)[C@H](CO)N(C(=O)NC(C)C)CC31CN(C(=O)c2cnccn2)C1	3	nt	4	-2.6	-1	0.3	nt	nt
COc1ccccc1-c1cnc2c(c1)C(=O)N([C@@H](C)CO)C[C@H](C)[C@H](CN(C)C(C)=O)O2	8	0	23	-0.9	-3	-0.7	1	-3
O=C(O)C(=Cc1ccc([N+](=O)[O-])cc1)CCc1ccccc1	-8	8	10	-1.6	0	0.4	nt	nt
CCCCN(CCCC)NC(=O)c1ccccc1	-3	nt	2	-0.5	-2	-0.1	nt	-2
Cc1cc2nc(-c3cccc(Cl)c3)c(Cc3ccsc3)n2c(C)c1Br	-14	nt	3	2.3	8	0.1	nt	nt
Cc1ccc2nc3c(cc(C(=O)NCC4CCCO4)c(=N)n3C3CCCC3)c(=O)n2c1 (stereo not given)	-36	27	32	0.3	i	0.1	4	2
COc1cc(Nc2ccc(C(=O)O)cc2[N+](=O)[O-])cc(OC)c1	-26	nt	-20	3.8	-2	0.6	nt	nt
N#C[C@@H]1[C@H](c2ccc(C#CC3CCCC3)cc2)[C@@H](CO)N1C(=O)Cc1ccccn1	-74	nt	-5	-0.6	1	0.1	nt	nt
COc1cccc(C(=O)C(=O)c2cccc(OC)c2OC)c1OC	-1	5	18	0.2	-1	0.0	2	-2
CC(=O)c1sc(NC(=O)c2ccc(F)c(S(=O)(=O)N3CCOCC3)c2)nc1C	2	-1	7	0.9	0	0.2	8	3
CC(C)(C)OC(=O)C[C@H]1C/C=C\C[C@H](CC(=O)N(CCO)Cc2ccccc2)C(=O)NC[C@H](c2ccccc2)OC1=O	-15	-17	-33	0.7	-3	0.1	5	-1
C[C@@H]1CN([C@H](C)CO)C(=O)c2cc(NC(=O)Cc3cn(C)c4ccccc34)ccc2O[C@@H]1CN(C)Cc1ccc(Oc2ccccc2)cc1	21	-4	4	2.7	0	-0.7	-3	0
Cc1ccc(C)c(OCCSc2nnc(-c3cccnc3)n2N)c1	nt	-1	14	nt	nt	-0.2	-3	-18
CC(C)(C)c1ccc(C(=O)C2CCCN(C(=O)C3CCOCC3)C2)cc1 (stereo not given)	-15	0	-14	-2.8	-4	0.0	14	nt
Cc1ccc(S(=O)(=O)N2CCCCC2)cc1NC(=O)[C@@H]1CCCN1C(=O)c1cccs1	-7	-2	-9	-0.9	0	-0.1	-1	-6
COc1ccc(NC(=O)[C@@H]2CCCN2S(=O)(=O)c2ccc(Cl)cc2)cc1	-22	-3	-23	0.6	3	-0.1	0	-7
O=C(NC1CCCC1)[C@@H]1CCCN1C(=O)[C@@H](NC(=O)N1CCOCC1)c1ccccc1	0	nt	nt	-2.4	2	0.0	nt	nt

More entries follow:
canonical_smiles	RAD52 inh	RAD54 branch	GSIS activator	CFTR F508del cor	ERAP1 HTS inh	Xi reactivation	esBAF inh	ARNT-TACC3 inh
COC(=O)[C@H](N[C@H](/C=C/c1ccccc1)[C@@H](O)Cc1ccccc1)c1ccccc1	7	nt	nt	-2.2	2	0.4	nt	nt
Cc1ccccc1Nc1scc(-c2ccc(Cl)cc2)[n+]1-c1ccccc1C	-16	nt	11	7.7	3	0.1	0	18
COc1cc(C(=O)OCC(=O)N(C)c2ccccc2)cc(OC)c1OC	-14	0	32	3.1	4	0.0	5	-5
O=C(NN=C1CCCC1)c1cc(Br)ccc1O	-6	-6	15	-2.2	-3	-0.1	6	4
CNc1ccc(-c2cccc(C(=O)N3CCOCC3)c2)cn1	-6	-1	nt	-1.7	-1	0.1	8	nt
COc1ccc(NC(=O)Nc2ccc3c(c2)C(=O)N([C@H](C)CO)C[C@@H](C)[C@H](CN(C)C(=O)CCCN(C)C)OCCCC[C@@H](C)O3)cc1	37	9	16	2.0	2	0.1	1	9
CC(C)(C)CC(C)(C)N=C1Nc2ccccc2NC12C[C@H]1CCC(=O)N3CC[C@@H](C2)[C@@H]13 (stereo not given in full)	-4	-3	nt	-1.5	-1	0.1	-1	8
COc1ccc(S(=O)(=O)N(C)CC(=O)Nc2cccc(C(C)=O)c2)cc1Cl	nt	-5	2	nt	nt	nt	2	-3
Cc1nn(-c2ccccc2)c2c1C(c1ccc([N+](=O)[O-])cc1)C(C#N)=C(N)O2 (stereo not given)	-4	2	-20	-0.9	2	0.0	-5	25
O=C(NCCCc1ccccc1)C1CCC(=O)N(Cc2ccc(Cl)cc2)C1 (stereo not given)	-21	-2	-31	0.4	0	0.3	nt	1
CC(C)(C)c1cc(-c2ccccc2)n[nH]1	10	nt	-9	-2.8	nt	-0.2	16	-8
Cc1ccc(NC(=O)Nc2ccccc2CC[N+](=O)[O-])cc1	-9	-2	3	0.1	10	0.2	nt	nt
O=C(C1=C[C@H](C2CC2)C[C@H](OCc2ccc(CO)cc2)O1)N1CCN(Cc2ccc3c(c2)OCO3)CC1	-4&-2	1	-8	-2.8&0.9	1	0.2	-2	-3
